Giardia FBPA inh: qHTS Assay for Inhibitors of Fructose-1,6-bisphosphate Aldolase from Giardia Lamblia. AID 2451, 2010. purified Giardia FBPA. Potency, µM (series often up to 59.6 µM), for inactives: top-dose activity, negative = inhibition, usual class: inhibitors. A8B2U2. actives 0.71% (n = 290,000); note: potency is the fitted concentration of half-maximal effect; nearly all actives have a fitted effect of over 55% in size
Target sequence (A8B2U2 whole entry, looked up): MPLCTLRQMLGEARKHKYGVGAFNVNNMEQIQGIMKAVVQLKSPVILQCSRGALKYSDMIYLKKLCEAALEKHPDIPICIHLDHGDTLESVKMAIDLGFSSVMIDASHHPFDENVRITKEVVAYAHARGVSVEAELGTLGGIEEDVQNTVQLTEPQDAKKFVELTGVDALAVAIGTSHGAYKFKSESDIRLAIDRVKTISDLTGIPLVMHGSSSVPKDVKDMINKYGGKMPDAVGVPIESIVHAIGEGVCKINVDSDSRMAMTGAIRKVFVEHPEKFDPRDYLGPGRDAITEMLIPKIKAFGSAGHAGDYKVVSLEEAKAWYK
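Giardia FBPA (40 nM reagent) was preincubated 10 min at RT with compound (up to 57.5 uM final), then substrate plus GAPDH/TPI/NAD/arsenate coupling system with diaphorase/resazurin was added; resorufin fluorescence (525/598 nm) was read after 20 min.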
AmpC no deterg: qHTS Inhibitors of AmpC Beta-Lactamase (assay without detergent) | actives 0.52% (n = 330,000) | AmpC nitrocefin hydrolysis, absorbance 480 nm, 0.0001% Triton | AID 485341, 2010 | Potency, µM (series often up to 57.1 µM), for the others: at the highest dose activity change, negative = inhibition, hits mostly inhibitors | P00811;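 note: potency is the fitted concentration of half-maximal effect; plate controls were no compound for no effect and no enzyme for full effect; nearly all actives have a fitted effect of over 20% in size; some results filed as inactive show a strong effect at the top dose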
Target sequence (P00811 whole entry, looked up): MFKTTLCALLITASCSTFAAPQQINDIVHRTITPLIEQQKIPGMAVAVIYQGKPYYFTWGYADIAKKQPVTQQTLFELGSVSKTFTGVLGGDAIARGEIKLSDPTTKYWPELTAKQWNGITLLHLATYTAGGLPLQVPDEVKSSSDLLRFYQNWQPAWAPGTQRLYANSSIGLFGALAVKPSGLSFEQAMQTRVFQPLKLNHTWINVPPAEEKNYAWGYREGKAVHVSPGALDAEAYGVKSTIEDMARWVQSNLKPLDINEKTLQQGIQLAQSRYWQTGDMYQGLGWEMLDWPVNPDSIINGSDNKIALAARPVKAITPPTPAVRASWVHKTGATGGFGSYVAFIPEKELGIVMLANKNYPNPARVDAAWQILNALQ
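AmpC (5.3 nM in the dispensed reagent) in 20 mM phosphate pH 7.0 with 0.01% (detergent screen) or 0.0001% Triton X-100 was preincubated with compounds for 15 min at room temperature. Nitrocefin was then added from an 800 uM solution, and hydrolysis was followed at 480 nm.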
AmpC inh detg: qHTS Inhibitors of AmpC Beta-Lactamase (assay with detergent). P00811. AmpC hydrolysis of nitrocefin, absorbance 480 nm, 0.01% Triton. Potency, µM (doses to about 114 µM), for the others: at the highest dose activity change, negative = inhibition, hits mostly inhibitors. actives 0.041% (n = 370,000). AID 485294, 2010;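 note: potency is the fitted concentration of half-maximal effect; 0% = no-compound wells and -100% = no-enzyme wells; nearly all actives have a fitted effect of over 25% in size; some results filed as inactive show a strong effect at the top dose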
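AmpC (5.3 nM in the dispensed reagent) in 20 mM phosphate pH 7.0 with 0.01% (detergent screen) or 0.0001% Triton X-100 was preincubated with compounds for 15 min at room temperature. Nitrocefin was then added from an 800 uM solution, and hydrolysis was followed at 480 nm.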
HCV inh: qHTS Assay for Inhibitors of Hepatitis C Virus (HCV) | Potency, µM (titrated, usually from 41.8 µM), without a hit: top-dose activity change, negative = inhibition, usual class: inhibitors | Huh7.5.1 HCVcc-Cre infection, luciferase reporter, 44 h | AID 651820, 2012 | actives 3.4% (n = 340,000); note: potency is the fitted concentration of half-maximal effect
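Seed cells (1,000/well) for 4 h; treat with compound and infect with HCVcc-Cre, moi about 0.5. Incubate 44 h, then detect luciferase activity.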
Sm TGR block: qHTS Assay for the Inhibitors of Schistosoma Mansoni Peroxiredoxins | Schistosoma mansoni thioredoxin glutathione reductase (TGR), Q962Y6 | actives 3% (n = 360,000) | Potency, µM (doses to about 114 µM), for inactives: top-dose activity change, negative = inhibition, actives largely listed as inhibitors | purified TGR, DTNB reduction, TNB absorbance 405 nm; note: potency is the fitted concentration of half-maximal effect; nearly all actives have a fitted effect of over 60% in size
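First, TGR (20 nM dispensed) and NADPH were mixed with compound. Second, a 15 min room-temperature incubation followed. Third, further NADPH and then DTNB were added to start the reaction. Finally, TNB absorbance was monitored kinetically.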
HCMV antiviral: qHTS Assay for inhibitors of the human cytomegalovirus (HCMV) | HFF cells, HCMV-luciferase reporter, 72 h; active compounds read low | activity change, negative = inhibition, % at 57.5 µM | actives 4.5% (n = 410,000); in the data active = activity change below about -60%; inconclusive = no clear call, values can overlap the other calls; inactive = above about -39%
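Two compound doses tested in HFFs infected with HCMV-luciferase, MOI 1 PFU/cell, 72 h at 37C. Lysate luminescence read with OneGlo; data normalized against buffer-only and 10uM Salinomycin inhibitor controls.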
* = called active by the depositor; ? = inconclusive; . = no result given; & = joins results of further samples; [ ] = another dose, or the depositor's remark. Unless noted, calls come from the whole dose curve; as a rule, active = well fitted curve in the direction sought with a large enough effect; inconclusive = small, poorly fitted or top-dose-only effect, or another doubt; inactive = no such curve, though single readings can be large; an effect the other way counts as inactive or inconclusive. Unless noted, % is set by controls: 0 for no effect and ±100 for the full control effect.

SMILES	Giardia FBPA inh	AmpC no deterg	AmpC inh detg	HCV inh	Sm TGR block	HCMV antiviral
CC(Oc1ccc(-c2nnco2)cc1)C(=O)N1CCOCC1 (configuration not stated)	.	-2%	?	6%	-8%	-32
CC(=O)c1ccc(NC(=O)COC(=O)CC2CC3CCC2C3)cc1 (configuration not stated)	.	-24%	.	7%	.	68
CC(C)C(NC(=O)OCc1ccccc1)C(=O)NCc1ccc(C(=O)O)cc1 (configuration not stated)	4%	-15%	-4%	29%	1%	23
CC1(C)C2([N+](=O)[O-])CN(CCO)CC1([N+](=O)[O-])CN(CCO)C2	-3%	-17%	-1%	1%	-2%	9
CC1Cn2c(nnc2-c2cc3ccccc3cc2O)S1 (configuration not stated)	-8%	-11%	2%	?	-3%	-6
Cc1nnc(N2CCN(Cc3ccccc3)CC2)[nH]c1=O	0%	-20%	3%	-4%	4%	-19
COc1ccc(-n2cnc3cc(NCc4ccco4)ccc32)cc1	-15%	-18%	-9%	-28%	9%	-3
COc1cccc(C(=O)/C=C/Nc2ccc(S(=O)(=O)Nc3cccc(C(C)=O)c3)cc2)c1	2%	-38%	3%	?	-2%	-35
CCOc1ccc(C(=O)Nc2nnc(C)s2)cc1OCC	2%	-14%	-11%	-7%	0%	119
Cc1csc(NC(=O)Cc2c[nH]c3ccccc23)n1	-8%	-26%	-8%	-6%	6%	63
Oc1cc(Cl)cc(Cl)c1Cl	.	-5%	5%	7%	-17%	6
COc1ccc(OC)c(N(CC(=O)Nc2cccnc2)S(=O)(=O)c2ccccc2)c1	6%	37%	1%	4%	2%	-11
CCOC(=O)CN1C(=O)N[C@@H](c2ccc(Br)cc2)C(C(C)=O)=C1C	1%&2%	-28%	-6%	-12%[8.37 µM]	-14%	.
O=S(=O)(NCC(c1ccccc1)N1CCC(O)CC1)c1ccc(Cl)cc1 (configuration not stated)	-7%	37%	?	21%	-16%	-9
Cc1ccc(-c2ccc(=O)n(CCC(=O)N3CCN(c4ccccc4)CC3)n2)cc1	-15%	167%[activator]	-10%	-16%	-19%	-36
O=C1CCC(C(=O)OCC(=O)c2c[nH]c3ccccc23)=NN1	-8%	-34%	-10%	5%	-8%	-13
NC(=O)c1ccccc1NC(=O)c1ccccc1F	7%	-21%	-9%	-8%	-6%	29
COC(=O)C1C(=O)/C(=C/N(C)C)C(=O)CC1(C)C (configuration not stated)	-5%	-6%	?	12%	?	6
CCCc1cc2c(cc1NC(=O)c1ccccc1C)OCO2	.	-11%	1%	-4%	4%	-16
CCn1c(=O)cc(SCC(=O)N2CCN(c3ccccn3)CC2)c2ccccc21	9%	47%	-4%	?	-4%	140
CCCC(C)C(=O)Nc1ccc(NC(C)=O)cc1 (configuration not stated)	2%	-6%	-8%	13%	-10%	24
COc1ccc(-c2nc(CSc3nnc(C)n4c3cc3oc(C)cc34)c(C)o2)cc1OC	.	.	1%	.	-1%	2
Cc1ccc(C)c(-n2c(-c3csc(C)c3C)n[nH]c2=S)c1	11%	-20%	-2%	22%	9%	-17
Cc1cc2cc(C(c3nnnn3C3CCCC3)N(Cc3cccnc3)Cc3ccco3)c(=O)[nH]c2cc1C (configuration not stated)	-6%	-12%	-9%	-8%	?	-67*
CN1C(=O)/C(=C/c2ccc(OCc3ccccc3F)cc2)N(C)C1=S	0%	-12%	-17%	-8%	-5%	2

Reformatted in markdown: 3 of the compounds above
| Structure | Giardia FBPA inh | AmpC no deterg | AmpC inh detg | HCV inh | Sm TGR block | HCMV antiviral |
| --- | --- | --- | --- | --- | --- | --- |
| COC(=O)C1C(=O)/C(=C/N(C)C)C(=O)CC1(C)C (configuration not stated) | -5% | -6% | ? | 12% | ? | 6 |
| CCCc1cc2c(cc1NC(=O)c1ccccc1C)OCO2 | . | -11% | 1% | -4% | 4% | -16 |
| CCn1c(=O)cc(SCC(=O)N2CCN(c3ccccn3)CC2)c2ccccc21 | 9% | 47% | -4% | ? | -4% | 140 |

Of the compounds above, these contain a furan ring, fused or not.
SMILES	Giardia FBPA inh	AmpC no deterg	AmpC inh detg	HCV inh	Sm TGR block	HCMV antiviral
COc1ccc(-n2cnc3cc(NCc4ccco4)ccc32)cc1	-15%	-18%	-9%	-28%	9%	-3
COc1ccc(-c2nc(CSc3nnc(C)n4c3cc3oc(C)cc34)c(C)o2)cc1OC	.	.	1%	.	-1%	2
Cc1cc2cc(C(c3nnnn3C3CCCC3)N(Cc3cccnc3)Cc3ccco3)c(=O)[nH]c2cc1C (configuration not stated)	-6%	-12%	-9%	-8%	?	-67*

Other compounds
SMILES	Giardia FBPA inh	AmpC no deterg	AmpC inh detg	HCV inh	Sm TGR block	HCMV antiviral
O=C(CCc1nc(-c2ccccc2)no1)NCc1ccco1	1%	-35%	-13%	-4%	45µM*	27
COc1ccc2[nH]c3c(c2c1)CCN1C(=O)C(CC(=O)NCCc2ccccn2)C[C@H](C(=O)N(C(C)C)C(C)C)[C@@]31C (some centres not stated)	.	158%[activator]	.	12%	.	-17
CN(c1cccc(NC(=O)c2ccc(C(C)(C)C)cc2)c1)S(C)(=O)=O	-18%	28%	-9%	?	10%	-82*
COc1ccc(S(=O)(=O)N2CCCC2C(=O)Nn2cnnc2)cc1 (configuration not stated)	15%	-20%	0%	14%	2%	-24
O=C(CCNS(=O)(=O)c1c(Cl)cccc1Cl)OCC(=O)c1ccccc1F	-2%	-8%	?	15%	-13%	8
CCn1c(C(=O)N2CCC(Cc3ccccc3)CC2)cc2sccc21	3%	49%	-1%	?	0%	-16
CCOC(=O)c1c(C)nc2c(c1-c1cc(OC)c(OC)c(OC)c1)C(=O)c1ccccc1-2	8%	3%	-8%	-5%	0%	36
Cc1sc2ncn(CC(=O)N3CCN(c4ccccn4)CC3)c(=O)c2c1S(=O)(=O)N1CCCCC1	5%	54%	?	-1%	-16%	-3
CCOc1ccc(NCc2cccn2-c2nnc(N3CCC(C(=O)NCCCN4CC(C)CC(C)C4)CC3)s2)cc1 (configuration not stated)	-7%	232%[activator]	-9%	?	-14%	-85*
CCOC(=O)c1ccc(N=Cc2c(O)c3ccccc3oc2=O)cc1	-7%	-23%	2%	2%	-2%	10
CC(=O)Nc1ccc2c(c1)CCC2=O	2%	-5%	?	20%	-13%	60
COc1ccccc1CNC(=O)[C@H](NC(=O)C1CCN(C(=O)[C@@H](N)CCSC)CC1)C(C)C	-29%	63%[activator]	2%	-8%	6%	-2
N#Cc1c(-c2ccco2)cc(-c2ccc(F)cc2)nc1N	-27%	-38%	-4%	?	6.3µM*	172
Cc1cccc(N(CC(=O)NC2CCCC2)C(=O)CCC(=O)Nc2nc(C)cs2)c1	4%	62%[activator]	3%	11%	-2%	31
O=C(CC(n1cncn1)C(Cl)(Cl)Cl)c1ccc([N+](=O)[O-])cc1 (configuration not stated)	-3%	-18%	-4%	6%	0.28µM*	0
CCc1ccc(/C=C(\C)C(=O)c2c(C)cc(C)[nH]c2=O)cc1	9%	3%	2%	2%	12%	-20
CCc1nc2ccccc2c(C(=O)OC2CCCCC2=O)c1C (configuration not stated)	6%	-10%[11.4 µM]	?	?	6%	?
CCOc1ccc(Oc2c(/C=N/NC(=O)C3CC3)c(C)nn2-c2ccccc2)cc1	1%	50%	?	?	-12%	-12
Cc1ccc(C(=O)NCCc2nnc(SCC(=O)Nc3nc(-c4ccccc4)cs3)n2C)cc1	3%	-4%	-2%	4%	-20%	24
CCOC(=O)N1CCN(c2nc3ccccc3nc2C(C#N)C(=O)NCCc2ccccc2)CC1 (configuration not stated)	1%	-7%	-15%	3%	33%	-17
N#Cc1cc2c(nc1SCC(=O)N1CCCCC1)CCCCC2	-3%	.	?	-7%	?	-27
NC(=O)C1CCN(C(=O)Cc2ccsc2)CC1	.	181%[activator]	3%	2%	-18%	3
O=C(CN1C(=O)NC2(CCCCCC2)C1=O)N1CCN(S(=O)(=O)c2ccccc2)CC1	8%	30%	-3%	24%	11%	7
COc1ccc(NC(=O)CCNC(=O)C2CCN(S(=O)(=O)c3ccc(OC)cc3)CC2)cc1	.	47%	2%	9%	-4%	-17
O=S(=O)(NCc1ccc(Cl)cc1)c1cnc[nH]1	0%	-21%	10%	-10%	0%	29

(more compounds)
SMILES	Giardia FBPA inh	AmpC no deterg	AmpC inh detg	HCV inh	Sm TGR block	HCMV antiviral
Cc1ccccc1C(=O)Nc1nc2n(n1)C(c1ccccc1)CC(=O)N2 (configuration not stated)	-1%	-6%	1%	-7%	-2%	-8
CC(=O)Nc1ccc(-c2ccc(NC(C)=O)cc2)cc1	5%	-13%	7%	8%	0%	20
CCOc1ccc(CNC(=O)CCC(=O)N2CC3CCCN3c3ccccc32)cc1 (configuration not stated)	.	.	?	.	4%	13
Cc1ccc(CSc2nc3ccncc3n2Cc2nc(-c3ccccc3C)oc2C)cc1	.	.	17%	.	-4%	79
O=C(CN1C(=O)c2ccccc2C1=O)NN1C(=O)c2ccccc2C1=O	?	-21%	-2%	3%	-2%	29
COc1cc(NS(=O)(=O)c2ccc(NC(=O)c3ccco3)cc2)nc(OC)n1	-8%	-17%	?	10%&5%	6%	-16
Cc1noc(N)c1C(=O)Nc1ccccc1F	7%	-16%	?	-9%	0%	34
COC(=O)c1sc2nc(N3CCCCC3)c3c(c2c1N)CCCC3	-5%	-8%	1%	13µM*	8%	-23
COC(=O)c1cccc(-n2c(CCC(=O)O)ccc2-c2ccc(OC)cc2)c1	.	.	20%	.	13µM*	33
COc1ccc(CCn2c(-c3ccccc3)nc3c(c(=O)c4ccccc4n3C)c2=O)cc1	6%	-17%	-11%	6%	7%	23
CN(C)CCCNC(=O)CCc1ncc(C(F)(F)F)cc1Cl	4%	-24%	-2%	2%	-1%	-25
COc1ccc2c(C)c(Cc3ccccc3)c(=O)oc2c1OC	4%	34%	-4%	?	-15%	18
Cc1oc(-c2cccs2)nc1CSCC(=O)NC1CC1	1%	-17%	?	19%	8%	-2
c1ccc(-c2csc(Nc3ccc4c(c3)OCCO4)n2)cc1	-6%	.	-4%	-15%	-7%	54
CCS(=O)(=O)n1nc(-c2ccccc2)cc1N	0%	-18%	-6%	8%	2%	-7
CCCCn1nc(C(=O)Nc2cc(S(=O)(=O)N(C)C)ccc2C)c2ccccc2c1=O	2%	-9%	1%	-1%	2%	-3
COc1cnc(-c2ccccn2)nc1Oc1c(C)cccc1C	-6%	61%[activator]	3%	?	4%	?
Cc1cccc(C(=O)NC(NCc2ccco2)C(Cl)(Cl)Cl)c1 (configuration not stated)	4%	-13%	2%	-5%	-2%	-2
CCn1c(COc2ccc(C(C)C)cc2)nnc1SCC(=O)Nc1nccs1	0%	-9%	2%	0%	0%	2
O=C(CC1SC(N2CCCC2)=NC1=O)Nc1ccc(C(=O)Nc2ccccc2)cc1 (configuration not stated)	.	-3%	-18%	-24%	-8%	29
O=C(NCC1CCCN1S(=O)(=O)c1cccs1)c1ccc(F)cc1 (configuration not stated)	.	-16%	?	4%	-1%	-21
O=C(Cn1cc(S(=O)(=O)Cc2ccccc2Cl)c2ccccc21)NCc1ccccc1Cl	.	.	-8%	.	1%	0

Bioassay records as filed in PubChem BioAssay.
